SARS 3CLpro inh = SARS-CoV 3CLpro protease inhibition. inhibition, % at 6 µM. recombinant SARS-CoV 3CLpro, quenched FRET peptide cleavage. 290,000 tested, 0.14% active; in the data active = inhibition above about 12%
PriA SSB inh = inhibitors of Klebsiella pneumoniae PriA binding to SSB C-terminal tail; AlphaScreen SSBct-PriA binding, biotinylated peptide; inhibition, % at 33 µM; 430,000 tested, 0.6% active; in the data active = inhibition mostly above about 37%, no sharp cut-off; inactive = mostly below about 20%;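 note: plate controls were negative control peptide for no effect and reference peptide for full effect; strong numbers were not always called active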
Mtb UGM inh = Mtb UDP-galactopyranose mutase inhibition. P9WIQ1. purified UGM, fluorescence polarization probe displacement. inhibition, % at 10 µM. 320,000 tested, 0.06% active; in the data active = inhibition above about 10%, passing the limit was not always enough
DUSP3 inh = inhibitors of human VHR1 phosphatase (DUSP3) | P51452 | inhibition, % at 13.3 µM | 290,000 tested, 0.52% active | recombinant VHR phosphatase, pNPP absorbance; in the data active = inhibition above about 50%; note: some compounds called inactive have numbers as strong as hits
Target sequence (P51452 whole entry, looked up): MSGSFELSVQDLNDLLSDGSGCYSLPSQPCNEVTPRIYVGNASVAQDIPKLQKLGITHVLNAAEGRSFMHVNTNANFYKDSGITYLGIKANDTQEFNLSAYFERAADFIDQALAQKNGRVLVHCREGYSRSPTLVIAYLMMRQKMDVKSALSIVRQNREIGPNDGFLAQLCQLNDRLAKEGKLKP
GDH-TPI inh = inhibits GDH-TPI coupling enzymes, artifact for Mtb FBA screen; inhibition, % at 4.8 µM; GDH-TPI coupled enzyme counterscreen, NADH absorbance; 360,000 tested, 1.2% active; in the data active = inhibition above about 30%;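 note: 0% = DMSO wells and 100% = wells lacking the enzyme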
Rv3671c protease = inhibits the M. tuberculosis serine protease Rv3671c; P9WHR9; inhibition, % at 5.96 µM; 320,000 tested, 0.048% active; in the data active = inhibition above about 38%;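 note: extracellular domain of Rv3671c used as enzyme; 0% = enzyme with DMSO and 100% = no enzyme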
Target sequence (P9WHR9 whole entry, looked up, the tested form may be a part): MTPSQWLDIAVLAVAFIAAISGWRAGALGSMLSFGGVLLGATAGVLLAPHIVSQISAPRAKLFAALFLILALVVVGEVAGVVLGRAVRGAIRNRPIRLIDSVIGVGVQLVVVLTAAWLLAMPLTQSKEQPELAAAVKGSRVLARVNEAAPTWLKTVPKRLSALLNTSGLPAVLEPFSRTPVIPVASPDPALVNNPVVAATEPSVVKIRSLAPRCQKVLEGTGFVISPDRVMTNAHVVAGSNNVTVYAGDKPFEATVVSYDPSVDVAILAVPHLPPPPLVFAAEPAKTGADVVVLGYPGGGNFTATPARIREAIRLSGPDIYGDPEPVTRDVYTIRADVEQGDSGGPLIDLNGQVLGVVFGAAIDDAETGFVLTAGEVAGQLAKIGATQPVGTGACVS
FBA Mtb inh = Mtb fructose-bisphosphate aldolase inhibition; AID 588726; purified M. tuberculosis FBA, fluorescence read-out; 360,000 tested, 2.3% active; inhibition, % at 1 µM; in the data active = inhibition above about 27%;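 note: 0% = vehicle and 100% = reference inhibitor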
Target sequence (P9WQA3 whole entry, looked up): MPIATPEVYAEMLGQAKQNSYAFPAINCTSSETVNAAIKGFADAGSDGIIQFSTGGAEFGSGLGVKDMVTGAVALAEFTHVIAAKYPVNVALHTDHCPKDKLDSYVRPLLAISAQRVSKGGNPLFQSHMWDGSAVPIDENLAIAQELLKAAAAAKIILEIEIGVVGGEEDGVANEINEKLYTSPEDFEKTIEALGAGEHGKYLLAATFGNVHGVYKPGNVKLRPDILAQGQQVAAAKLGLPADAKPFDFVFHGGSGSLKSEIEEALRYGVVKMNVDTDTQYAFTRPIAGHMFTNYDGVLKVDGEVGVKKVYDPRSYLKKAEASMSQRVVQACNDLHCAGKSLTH
Mtb BioA inh = inhibitors of Mycobacterium tuberculosis BioA enzyme. inhibition, % at 9.99 µM. AID 602481. purified M. tuberculosis BioA enzyme, plate reader. 360,000 tested, 0.096% active; in the data active = inhibition above about 40%
MazF activator = MazEF (E. coli) toxin RNase activation; P0AE70; FAM/BHQ RNA-DNA oligo cleavage fluorescence, 5 h; activation, % at 20 µM; 350,000 tested, 0.32% active; AID 504720; in the data active = activation above about 50%
Target sequence (P0AE70 whole entry, looked up): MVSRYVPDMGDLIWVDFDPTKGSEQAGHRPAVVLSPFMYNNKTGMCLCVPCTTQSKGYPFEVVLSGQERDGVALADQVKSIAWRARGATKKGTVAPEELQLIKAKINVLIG
Vc quorum ag = quorum light induction in luxS cqsA deficient V. cholerae; V. cholerae BH1578 lux reporter, luminescence, 6 h; activation, % at 18.7 µM; 350,000 tested, 0.16% active; AID 588436; in the data active = activation mostly above about 9.7%, no sharp cut-off; note: not every result past the cut was called active; inactives centre near 0; reference of the scale not given here
Numbers without * were called inactive; i = inactive; . = not tested or not shown; + = active, no number. Some of the compounds tested; rates above refer to the full screens.

SMILES	SARS 3CLpro inh	PriA SSB inh	Mtb UGM inh	DUSP3 inh	GDH-TPI inh	Rv3671c protease	FBA Mtb inh	Mtb BioA inh	MazF activator	Vc quorum ag
CC(C)(C)N(Cc1ccccc1)C(=O)CN1C(=O)NC2(CCCCCC2)C1=O	.	-2	-3.8	.	-7	2	2	0.1	12	0.0
Cc1nc(SCC(=O)Nc2ccc(F)cc2)c(C#N)c(C)c1CC(=O)c1ccc(Br)cc1	1	-4	1.5	26	11	-4	4	.	-38	i
CCn1c(C)nc2cc(C(=O)NNC(=O)CCC3CCCC3)ccc21	-2	4	-0.7	18	3	-13	0	.	-3	-2.6
CCCn1c(N)c(N(CCOC)C(=O)c2ccccc2F)c(=O)[nH]c1=O	-9	-3	-0.4	12	9	-11	0	-0.2	4	i
Cn1c(C(C#N)C(=O)Cc2cccc3ccccc23)nc2ccccc21 (centres undefined)	-1	6	0.1	-2	7	3	0	.	1	-1.0
O=C(/C=C/c1ccccc1)NC(=O)c1ccccc1O	6	-13	-1.3	17	4	-2	1	1.4	9	i
O=C(NCCc1cccs1)c1ccc(Cl)c(Cl)c1	-1	-29	0.5	30	-2	-2	3	.	5	-0.4
CCOC(=O)c1ccccc1NC(=O)c1ccc2nc[nH]c2c1	3	-1	-1.7	18	0	-15	1	-0.3	11	0.0
CC(C)N(Cc1ccccc1)C(=O)COC(=O)c1cc[n+]([O-])cc1	.	0	0.8	.	-12	5	-5	3.4	3	-1.3
O=P(Nc1ccccc1)(Nc1ccccc1)Oc1ccc(Cl)cc1	-4	-17	-1.1	-16	0	1	-2	-0.5	-1	-2.6
CCCS(=O)(=O)NC(=O)C1(C)CCN(C(=O)c2cc3ccccc3s2)C1 (centres undefined)	.	.	.	.	4	.	-3	-1.4	.	i
Cc1ccc(CN2CCN(/N=C/c3ccc(C(F)(F)F)cc3)CC2)cc1	0	.	-1.3	11	3	-4	2	-0.2	1	0.1
Cc1cccc(-c2nc3ccccc3c(=O)n2NC(=O)c2cccs2)c1	1	-14	-0.5	17	14	-1	2	-0.4	4	-0.2
COc1ccc(N=C2NC(=O)S/C2=C\c2ccc(N(C)C)cc2)cc1	5	-4	-0.8	17	22	17	-10	0.9	-64	-3.1
COc1ccc(-c2[nH]ncc2CN2CCN(Cc3cccs3)CC2)cc1F	6	5	2.5	9	14	-14	3	.	-6	i
O=C(c1ccc(CS(=O)Cc2cccc(Cl)c2)o1)N1CCN(C2CCCCC2)CC1 (centres undefined)	1	-4	-3.3	-15	-5	1	3	1.7	-1	-0.2
Cc1cccc(NC(=O)C(=O)NCC2CCCN2S(=O)(=O)c2cccs2)c1 (centres undefined)	.	.	.	.	3	.	0	-1.9	-14	-1.3
COCCn1c(SCc2ccc(Cl)cc2)nc2c1c(=O)[nH]c(=O)n2C	.	2	0.1	.	1	6	2	-0.3	7	-1.9
O=C(NCCc1ccccc1)c1cccc2c(-c3cccnc3)coc12	.	.	.	.	9	.	1	30	.	-0.6
CC(=O)Nc1ccc(S(=O)(=O)NCCC(=O)OCC(=O)c2ccc(Br)cc2)cc1	.	-14	3.7	.	-1	-3	1	-1.2	1	-0.9
CC(=O)Oc1cc2c(cc1Cl)C(c1cccs1)CC1(CC(C)(C)NC(=S)N1)O2 (centres undefined)	-2	9	0.5	11	-1	-7	-2	.	2	0.1
CCCC(C(=O)NC1CCCCC1)N(Cc1ccco1)C(=O)CNS(=O)(=O)c1ccccc1 (centres undefined)	0	2	0.2	35	3	3	-1	2.4	5	i
COc1ccccc1C(=O)COC(=O)c1nc2nc(C)cc(C)n2n1	.	-4	-3.1	.	7	6	2	0.8	2	-0.9
Cc1cccc(NC(=O)C(Cc2ccccc2)n2cccc2)c1 (centres undefined)	5	-3	-1.8	-4	4	-6	1	.	-2	-2.2
CCOc1ccccc1N(CC(=O)Nc1ccccc1F)S(=O)(=O)c1ccccc1	1	-6	0.1	-5	11	0	-2	-0.7	-1	i
O=C1CCC(C(=O)Nc2cccc(C(F)(F)F)c2)N1 (centres undefined)	1	1	1.2	3	7	-2	0	-1.1	4	1.5
CC(NCC(O)COc1ccc2ccccc2c1)c1ccccc1 (centres undefined)	-1	1	-0.3	0	6	-9	2	1.0	4	i
O=C(c1ccc(F)cc1)N1CCN(c2cnn(-c3ccccc3)c(=O)c2Cl)CC1	-2	-25	0.3	16	19	-1	-3	.	-14	i
CCc1nc2ccc(C(=O)N(C)CCCN(C)C)cn2c1N(C)C(=O)C1CCCCC1	.	.	.	.	-4	.	0	-1.5	.	-4.5
CC(C)(C)n1nc2c(c1NC(=O)c1ccccc1)CS(=O)(=O)C2	2	3	4.8	-7	4	4	-2	.	8	5.1
COc1ccc(-n2c(SCCNCCO)nc3sc4c(c3c2=O)CCCC4)cc1	-4	9	-2.2	30	11	-5	1	3.8	-21	-0.4
COc1ccc(/C=C/C(=O)N(C)C2CCS(=O)(=O)C2)cc1OC (centres undefined)	-9	-11	1.1	-9	13	2	6	.	4	0.0
CC(=O)Nc1ccc2c(c1)nc(CCN1CCN(C)CC1)n2C	-1	-11	-3.1	-2	2	-4	5	1.5	-2	-0.2
CO[C@@H]1O[C@@H]2COC(c3ccccc3)O[C@@H]2[C@@H](OC)[C@@H]1O (some centres undefined)	-2	-16	-0.8	-9	10	-1	-8	0.6	3	4.0
Cc1cc(Nc2cccc(O)c2)c2ccccc2n1	0	.	0.4	2	.	-7	.	.	.	.
COc1ccc(S(=O)(=O)N(CCc2ccccc2)CC(=O)O)cc1Cl	3	-18	-0.7	2	6	-3	-1	-1.0	-9	i
COC(=O)c1ccc(NCN2C(=O)C3C4CCC(C4)C3C2=O)cc1 (centres undefined)	9	-8	-1.2	6	8	2	-4	-0.8	0	-6.7
CC(=O)C1C(=O)c2c(cccc2[N+](=O)[O-])C1=Nc1cccc(Cl)c1 (centres undefined)	4	9	1.1	17	7	14	-5	.	15	-0.6
CCCCCCc1nc(C(N)=O)c2[nH]c(=O)n(-c3ccc(OC)cc3OC)c2n1	4	-6	-4.7	-3	9	0	2	-1.2	1	-0.2
c1ccc(COCC2CCNCC2)cc1	-2	-2	-1.9	2	0	0	1	-3.0	4	i
CCCC(NC(=O)Cc1c(C)c2c(cc(C)c3c(C)coc32)oc1=O)C(=O)O (centres undefined)	2	5	-0.6	2	1	4	55*	-0.6	5	-2.8
CCOc1ccc(-c2nn[nH]n2)cc1OCC	-1	-20	1.1	4	-4	-10	8	0.4	2	i
CCOC(=O)N1CCc2c(sc(NC(=O)C3COc4ccccc4O3)c2C(N)=O)C1 (centres undefined)	-1	-24	1.0	26	5	-18	-2	-0.4	-1	-3.6
Cc1ccc2cc(CN(C(=O)c3ccco3)c3ccccc3C)c(=O)[nH]c2c1	1	-5	2.2	25	11	0	1	-0.2	-1	.
CC(C)(C)OC(=O)NCc1n[nH]c(=S)n1C1CC1	1	-7	-0.5	0	0	1	1	-1.1	3	i

Reprinted from the part before: six entries, followed by the next part.
SMILES	SARS 3CLpro inh	PriA SSB inh	Mtb UGM inh	DUSP3 inh	GDH-TPI inh	Rv3671c protease	FBA Mtb inh	Mtb BioA inh	MazF activator	Vc quorum ag
c1ccc(COCC2CCNCC2)cc1	-2	-2	-1.9	2	0	0	1	-3.0	4	i
CCCC(NC(=O)Cc1c(C)c2c(cc(C)c3c(C)coc32)oc1=O)C(=O)O (centres undefined)	2	5	-0.6	2	1	4	55*	-0.6	5	-2.8
CCOc1ccc(-c2nn[nH]n2)cc1OCC	-1	-20	1.1	4	-4	-10	8	0.4	2	i
CCOC(=O)N1CCc2c(sc(NC(=O)C3COc4ccccc4O3)c2C(N)=O)C1 (centres undefined)	-1	-24	1.0	26	5	-18	-2	-0.4	-1	-3.6
Cc1ccc2cc(CN(C(=O)c3ccco3)c3ccccc3C)c(=O)[nH]c2c1	1	-5	2.2	25	11	0	1	-0.2	-1	.
CC(C)(C)OC(=O)NCc1n[nH]c(=S)n1C1CC1	1	-7	-0.5	0	0	1	1	-1.1	3	i
COc1cc2c(cc1NC(=O)COC(=O)C1CC(=O)N(Cc3ccco3)C1)oc1ccccc12 (centres undefined)	-3	-6	0.9	28	8	-6	1	-1.3	-6	.
O=C(COC(=O)/C=C/c1ccc(OC(F)F)cc1)NC(=O)NC1CCCCC1	.	-10	2.0	.	3	-4	-4	-1.9	6	-7.1
COCOCCn1cc(CN2CCS(=O)(=O)N(Cc3ccc(-c4ccc(F)nc4)cc3)C(C)C2=O)nn1 (centres undefined)	.	.	.	.	-9	.	1	-0.4	9	-0.7
CCOC(=O)C(=O)N/N=C/c1ccco1	2	i	-1.2	29	10	3	-1	-1.7	-1	-0.3
COc1c(C)cc(C(O)c2ncc(-c3ccccc3Cl)[nH]2)cc1C (centres undefined)	.	.	.	.	0	.	-2	3.5	.	i
CCCCn1c(N)c(N(CCOC)C(=O)CCS(=O)(=O)c2ccc(Cl)cc2)c(=O)[nH]c1=O	.	5	-4.0	.	9	1	4	-1.4	-4	-0.7
Cc1ccccc1NC(=O)C1CC(=O)N(c2ccc3c4c(cccc24)CC3)C1 (centres undefined)	2	1	-0.2	40	8	-3	0	0.8	2	25*
O=[N+]([O-])/C=C/c1c(Cl)cccc1Cl	.	-13	.	.	5	.	2	.	-3	-1.0
O=C(CNC(=O)C1CCCCC1)Nc1ccc(F)c(Cl)c1	0	-1	-0.1	9	-8	-16	-1	-4.8	-4	i
Cc1ccc(C)c(N2CC(C(=O)Nc3cc(C)on3)CC2=O)c1 (centres undefined)	4	1	-1.4	47	14	7	0	-0.6	8	-0.4
FC(F)(F)c1cc(-c2cccs2)nc2ncnn12	0	-10	-0.6	47	11	-5	+	0.6	3	-0.3
COc1ccc(C2NC(=S)NC3=C2N2CCC3CC2)cc1 (centres undefined)	-6	-5	-3.7	9	3	1	-22	.	9	0.8
COc1cccc(CN2CC(C(=O)N(C)Cc3ccnc4ccccc34)CCC2=O)c1 (centres undefined)	2	1	-3.6	5	2	0	-1	2.4	3	-0.2
c1ccc(CNc2nc3ccccc3n2CCN2CCOCC2)nc1	-1	-14	-4.3	-3	-1	4	3	4.8	6	i
OCCC1CN(Cc2cnc(N3CCCC3)s2)CCN1C1CCCC1 (centres undefined)	-1	2	-2.0	-4	-13	3	-9	-2.0	2	i
Cc1ccc(S(=O)(=O)CCC(=O)OCC(=O)NCc2ccccc2)cc1	.	-8	2.6	.	7	-1	2	.	-5	-0.1
COC(=O)[C@@H]1C[C@@]2(O)[C@H](O)[C@H](O)[C@H](O)C[C@H]2N1Cc1cc(OC)cc(OC)c1	.	-2	4.3	-8	-5	-5	3	0.6	2	-2.1
Cc1ccc(C(=O)OCC(=O)NCc2ccc3c(c2)OCO3)s1	-2	-5	1.6	-4	-3	-2	1	1.2	-8	.
Cc1ccccc1-n1c(=O)c(C#N)cc2c(=O)n3ccccc3nc21	0	-16	1.5	15	18	-2	+	2.8	0	2.9
CCC[C@H]1COCCS(=O)(=O)N1Cc1ccc(Br)cc1	-6	.	0.2	17	.	-9	.	.	.	.
CN1C(C)(C)CCCC1(C)C	.	-1	0.1	.	-6	7	16	0.4	12	3.8
COc1cccc(/C(O)=C2/C(=O)C(=O)N(c3cc(C)on3)C2c2cccs2)c1 (centres undefined)	-2	.	3.1	11	24	-1	0	-1.7	4	i
N#C/C(=C\C1CC2C=CC1C2)c1nc2ccccc2[nH]1 (centres undefined)	-6	6	-1.1	-6	4	-1	11	0.1	-9	.
COC(=O)N/N=C/c1cccc([N+](=O)[O-])c1	-3	i	-0.8	26	-2	6	3	.	3	-0.9
CC(=O)c1cccc(NC(=O)COC(=O)c2cccs2)c1	0	-10	2.4	5	1	-1	0	2.6	-4	0.4
C=C(C)COc1ccc(-c2[nH]ncc2-c2ccc(OC)c(OC)c2)c(O)c1	-3	20	-0.5	-18	-12	4	2	-0.3	-3	-0.4
